Epigenetic reg: epigenetic control regulation, reporter derepression; 0.2% of 280,000 active; Potency, µM (highest dose often 53.9 µM), for the others: top-dose GFP activation, usual class: activators; AID 1865; murine LDR cells, GFP reporter derepression, 30 h; also: potency is read from the fitted curve at half-maximal effect; % of control where 0% means no effect; nearly all actives have a fitted effect of over 60% in size
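Murine LDR cells carrying a silenced, genomically integrated CMV-driven GFP reporter were exposed to compound for 30 hours at 37 C. After PBS washes, GFP-positive cells (20–120 um objects) were counted by laser-scanning microplate cytometry.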
KinaseGlo FLuc: Kinase-Glo luciferase inhibition (counter-screen); Kinase-Glo luciferase, ATP luminescence, 8 min; Potency, µM (series often up to 38.3 µM), inactives show at the highest dose activity change, negative = inhibition, usual class: inhibitors; 0.28% of 200,000 active; AID 1379; also: potency is read from the fitted curve at half-maximal effect; % is scaled to controls: 0 for no effect and ±100 for the full control effect; nearly all actives have a fitted effect of over 60% in size
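Luminescence was the read-out, taken after 8-minute incubation at ambient temperature. Luciferase turned over luciferin with 10 uM ATP in imidazole pH 7.2 buffer containing KCl, MgCl2, Tween 20 and BSA.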
CBFb RUNX1 block: CBF-beta/RUNX1 interaction disruption | AlphaScreen CBFb-His/RUNX1-biotin binding, biochemical | Potency, µM (series often up to 59.8 µM), for inactives: at the highest dose activity, negative = inhibition, hits mostly inhibitors | 230,000 tested, under 10 active | AID 1477; also: % of control where 0% means no effect
Target sequence (Q01196 whole entry, looked up): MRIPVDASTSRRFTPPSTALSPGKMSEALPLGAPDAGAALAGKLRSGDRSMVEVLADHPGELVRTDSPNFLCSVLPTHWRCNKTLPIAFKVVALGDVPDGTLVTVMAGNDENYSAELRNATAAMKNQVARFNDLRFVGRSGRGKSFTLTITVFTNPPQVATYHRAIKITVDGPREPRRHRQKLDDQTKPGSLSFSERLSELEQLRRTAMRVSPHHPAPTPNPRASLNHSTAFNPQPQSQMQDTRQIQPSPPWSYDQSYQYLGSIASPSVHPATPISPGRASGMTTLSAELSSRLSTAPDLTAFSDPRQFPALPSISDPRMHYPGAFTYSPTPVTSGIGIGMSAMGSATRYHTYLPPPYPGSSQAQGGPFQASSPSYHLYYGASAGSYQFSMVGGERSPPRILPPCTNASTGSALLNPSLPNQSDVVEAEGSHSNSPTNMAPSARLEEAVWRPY
Target sequence (Q13951 whole entry, looked up): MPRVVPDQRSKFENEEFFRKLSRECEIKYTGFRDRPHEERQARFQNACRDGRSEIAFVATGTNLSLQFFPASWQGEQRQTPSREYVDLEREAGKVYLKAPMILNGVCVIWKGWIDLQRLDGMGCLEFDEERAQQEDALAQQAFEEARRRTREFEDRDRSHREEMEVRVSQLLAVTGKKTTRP
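CBF-beta (His) and RUNX1 (biotin), 30 nM each; 20 min preassociation; + compound, 15 min; + beads 50 ng each (Ni, streptavidin), 90 min; RT; AlphaScreen read.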
Numbers without * were called inactive; ? = inconclusive; · = no result given; & = joins results of further samples; [ ] = dose if it differs, or a comment. Calls follow the shape of the dose curve; as a rule, active = well fitted curve in the direction sought with a large enough effect; inconclusive = small, poorly fitted or top-dose-only effect, or another doubt; inactive = no such curve, though single readings can be large; an effect the other way counts as inactive or inconclusive. This is a subset. The share of hits here may be higher or lower than overall.

SMILES	Epigenetic reg	KinaseGlo FLuc	CBFb RUNX1 block
COc1cccc(C2NC(=O)NC(C)=C2C(=O)OCCSC)c1OC (centres undefined)	11.3%	-2.4%	·
CCN(CC)CCCC(C)NC(=O)c1ccc(Cc2nc3ccccc3[nH]2)cc1 (centres undefined)	1.2%	-1.3%	·
CN1CCN(C(=O)c2ccc(-n3c(=O)c(=O)[nH]c4ccccc43)cc2)CC1	-4.4%	-3.3%	·
CCN1C(=O)[C@H]2[C@H]3[C@H](O)[C@H](O)C/C(=N/OCC[C@H]4C=C[C@H](OC(C)=O)[C@@H](COC(C)=O)O4)[C@@H]3CC[C@@H]2C1=O	1.1%[10.1 µM]	·	10.9%[13.1 µM]
CCN1C(C)=C(C(=O)OC)C(c2ccccc2)N2C(=O)[C@](O)(C(=O)OC)C(c3ccccc3)C(C(=O)c3ccccc3)=C12 (some centres undefined)	2.3%[10.1 µM]	·	17.0%[13.1 µM]
CO[C@H]1COC(=O)C/C=C\[C@H](C)[C@@H](OC)COC(=O)[C@H](Cc2ccccc2)NC(=O)C/C=C\[C@@H]1C	0.0%[10.1 µM]	·	5.2%[13.1 µM]
COC(=O)C/C=C\[C@@H](C)[C@@H](/C=N\O[C@@H]1O[C@H](COC(C)=O)[C@H](OC(C)=O)[C@H](OC(C)=O)[C@H]1OC(C)=O)OC	0.0%[10.1 µM]	·	4.4%[13.1 µM]
CC(=O)OC[C@@H]1O[C@@H](O/N=C2/C[C@@H](O)[C@@H](O)[C@@H]3[C@@H]4C(=O)N(C5CCCCC5)C(=O)[C@H]4CC[C@H]23)[C@H](OC(C)=O)[C@H](OC(C)=O)[C@@H]1OC(C)=O	2.3%[10.1 µM]	·	7.7%[13.1 µM]
CCCNC(=O)OC[C@@H]1O[C@H](CCO/N=C(\C)CCN2CCCCc3nc(C)c(C)cc32)C=C[C@@H]1Oc1ccc(OC)cc1	0.0%[10.1 µM]	·	9.8%[13.1 µM]
CC(C)[C@@H](OCc1ccccc1)[C@H](C)/C=N\O[C@@H](C)c1cn([C@H](CO)Cc2ccccc2)nn1	0.0%&0.0%[10.1 µM]	·	9.0%&1.0%[13.1 µM]
C[C@@H]1/C=C\CC(=O)OC[C@H]2O[C@@H](C=C[C@@H]2O)[C@H](C)/C=C\CC(=O)OC1	0.8%[10.1 µM]	·	14.5%[13.1 µM]
C[C@@H]1CC[C@H]2C(=O)N3[C@@H](CC[C@@H](C)[C@@H]3c3ccc(Br)cc3)C(=O)N2[C@@H]1c1ccc(Br)cc1	1.1%[10.1 µM]	·	-4.8%[13.1 µM]
O=C1C[C@@H](O)[C@@H](O)[C@H]2[C@@H]3C(=O)N(C4CCCCC4)C(=O)[C@@H]3CC[C@H]12	0.8%&1.1%&1.1%[10.1 µM]	·	4.3%&5.0%&3.6%[13.1 µM]
OCC1OC(c2ccccc2)C=CC1Oc1cc(Cl)cc(Cl)c1 (centres undefined)	0.0%[10.1 µM]	·	-6.9%[13.1 µM]
Cc1ccc(S(=O)(=O)N[C@@H]2COC(=O)C/C=C\[C@H](C)COC(=O)N[C@@H](C)C(=O)C/C=C\[C@H]2C)cc1	3.1%[10.1 µM]	·	19.0%[13.1 µM]
CCCCCCC1=Cc2cc(OC)c(OC)cc2C(C2(C(=O)OCC)CCCC2=O)O1 (centres undefined)	1.1%[10.1 µM]	·	0.8%[13.1 µM]
O=C1[C@@H]2[C@H]3[C@H](O)[C@H](O)C/C(=N/OCc4ccccc4)[C@@H]3CC[C@H]2C(=O)N1c1ccc(F)cc1F	0.0%[10.1 µM]	·	16.6%[13.1 µM]
O=C1[C@H]2[C@H]3[C@H](O)[C@H](O)C/C(=N/OCc4ccccc4)[C@H]3CC[C@@H]2C(=O)N1C[C@@H]1CCCO1	1.1%[10.1 µM]	·	?
CC(=O)OC[C@H]1O[C@@H](CCO/N=C2/[C@H]3O[C@@H]3[C@@H](O)[C@H]3[C@H]2CCn2c(=O)n(-c4ccccc4)c(=O)n23)C=C[C@@H]1OC(C)=O	1.1%[10.1 µM]	·	3.5%[13.1 µM]
COC(=O)NC(c1cccc(C)c1)C(C(C)=O)C(=O)OC (centres undefined)	0.0%[10.1 µM]	·	-1.4%[13.1 µM]
COC(=O)[C@H](Cc1ccccc1)NC(=O)[C@@H](C)CO	0.0%[10.1 µM]	·	4.3%[13.1 µM]
O=c1n(Cc2cc3c(cc2Cl)OCO3)c(=O)n2n1CC[C@H]1/C(=N\OCc3ccccc3)[C@H]3O[C@@H]3[C@@H](O)[C@@H]12	0.0%[10.1 µM]	·	-0.3%[13.1 µM]
Cc1cc2c(nc1C)CCCCN2C[C@H](C)O/N=C1/[C@H]2O[C@@H]2[C@@H](O)[C@H]2[C@H]1CCn1c(=O)n(-c3ccccc3)c(=O)n12	0.0%[10.1 µM]	·	-2.8%[13.1 µM]
COC(=O)[C@@H]1CC[C@H](C)[C@@H](c2ccc(C)cc2)N1C(=O)c1ccc(/C=N\OC[C@@H](C)[C@H](OCc2ccccc2)C(C)C)cc1	2.3%[10.1 µM]	·	1.7%[13.1 µM]
CC(=O)OC[C@@H]1O[C@@H](O/N=C2/C[C@@H](O)[C@@H](O)[C@@H]3[C@@H]4C(=O)N(c5cccc(Oc6ccccc6)c5)C(=O)[C@H]4CC[C@@H]23)[C@H](OC(C)=O)[C@H](OC(C)=O)[C@@H]1OC(C)=O	0.0%[10.1 µM]	·	20.2%[13.1 µM]

The final two records of the section before lead into the next.
SMILES	Epigenetic reg	KinaseGlo FLuc	CBFb RUNX1 block
COC(=O)[C@@H]1CC[C@H](C)[C@@H](c2ccc(C)cc2)N1C(=O)c1ccc(/C=N\OC[C@@H](C)[C@H](OCc2ccccc2)C(C)C)cc1	2.3%[10.1 µM]	·	1.7%[13.1 µM]
CC(=O)OC[C@@H]1O[C@@H](O/N=C2/C[C@@H](O)[C@@H](O)[C@@H]3[C@@H]4C(=O)N(c5cccc(Oc6ccccc6)c5)C(=O)[C@H]4CC[C@@H]23)[C@H](OC(C)=O)[C@H](OC(C)=O)[C@@H]1OC(C)=O	0.0%[10.1 µM]	·	20.2%[13.1 µM]
CC(=O)OC[C@@H]1O[C@@H](O/N=C2/C[C@@H](O)[C@@H](O)[C@@H]3[C@@H]4C(=O)N(C(C)(C)C)C(=O)[C@H]4CC[C@H]23)[C@H](OC(C)=O)[C@H](OC(C)=O)[C@@H]1OC(C)=O	0.0%[10.1 µM]	·	-11.7%[13.1 µM]
CCOC(=O)CCCCC1=CC2=CC(=O)C(C)(O)C(=O)C2=CO1 (centres undefined)	2.2%[10.1 µM]	·	-1.4%[13.1 µM]
CO[C@@H]1COC(=O)C/C=C\[C@@H](C)[C@H](OC)COC(=O)C/C=C\[C@H]1C	1.1%[10.1 µM]	·	6.4%[13.1 µM]
Cc1c(O)ccc2c1OCO2	2.0%[10.1 µM]	·	11.9%[13.1 µM]
CO[C@H]1COC(=O)[C@@H](Cc2ccccc2)NC(=O)[C@@H](C)COC(=O)C/C=C\[C@@H]1C	0.0%[10.1 µM]	·	-3.3%[13.1 µM]
CC(=O)OC[C@H]1O[C@@H](ON=C(C)C)[C@H](OC(C)=O)[C@@H](OC(C)=O)[C@H]1OC(C)=O	0.0%[10.1 µM]	·	3.7%[13.1 µM]
CO[C@@H]1COC(=O)[C@H](C)NC(=O)[C@@H](C)COC(=O)[C@H](C)NC(=O)C/C=C\[C@H]1C	0.0%[10.1 µM]	·	23.5%[13.1 µM]
CC(C)[C@@H](OCc1ccccc1)[C@H](C)/C=N\OC[C@@H](O)COCc1ccco1	0.0%[10.1 µM]	·	19.6%[13.1 µM]
COC(=O)C/C=C\[C@@H](C)[C@@H](/C=N\OC[C@@H]1O[C@H](c2ccccc2)C=C[C@@H]1Oc1ccc(OC)cc1)NS(=O)(=O)c1ccc(C)cc1	1.1%[10.1 µM]	·	2.3%[13.1 µM]
CO[C@@H]1COC(=O)[C@@H](CCSC)NC(=O)C/C=C\[C@@H](C)COC(=O)CCC[C@H]1C	0.0%[10.1 µM]	·	15.0%[13.1 µM]
C/C=C/OC(=O)NC(c1ccccc1)[C@]1(C(C)=O)CCCC1=O (some centres undefined)	1.1%[10.1 µM]	·	1.9%[13.1 µM]
C=CCOC(=O)C(C(C)=O)C(NC(=O)OC)c1ccc2ccccc2c1 (centres undefined)	0.0%[10.1 µM]	·	1.7%[13.1 µM]
CCN1C(C)=C(C(=O)OC)C(c2ccccc2)N2C(=O)[C@](O)(C(=O)OC)C(c3ccccc3)C(C(C)=O)=C12 (some centres undefined)	1.1%[10.1 µM]	·	7.8%[13.1 µM]
CCOC(=O)N/N=C1/C[C@@H](O)[C@@H](O)[C@@H]2[C@@H]3C(=O)N(c4cccc(Oc5ccccc5)c4)C(=O)[C@H]3CC[C@H]12	0.0%[10.1 µM]	·	6.8%[13.1 µM]
COC(=O)[C@@H]1CC[C@H](C)[C@@H](c2ccc(C)cc2)N1C(=O)c1ccc(/C=N\O[C@@H](C)CN2CCCCc3nc(C)c(C)cc32)cc1	1.1%[10.1 µM]	·	?
COC(=O)C1=C(C)N(Cc2ccccc2)c2c(C(=O)OC)c(C(=O)OC)c(C(=O)OC)c(=O)n2C1c1ccccc1 (centres undefined)	1.1%&0.0%[10.1 µM]	·	6.9%&9.5%[13.1 µM]
COC(=O)NC(CC(C)=O)c1ccc(F)cc1 (centres undefined)	0.0%[10.1 µM]	·	4.7%[13.1 µM]
CCc1cc2c(nc1CC)CCN(CC/C(C)=N/OC[C@@H](O)[C@@H]1O[C@@H]3OC(C)(C)O[C@@H]3[C@H]1O)C2	3.4%[10.1 µM]	·	4.8%[13.1 µM]
CO/N=C(\C)CCN1CCc2nc(-c3ccccc3)c(-c3ccccc3)cc2C1	0.0%[10.1 µM]	·	-6.5%[13.1 µM]
CC(C)=CCC/C(C)=C/CO/N=C1/C[C@@H](O)[C@@H](O)[C@@H]2[C@@H]3C(=O)N(Cc4ccccc4)C(=O)[C@H]3CC[C@H]12	0.8%[10.1 µM]	·	-3.9%[13.1 µM]
COc1ccc(COC(=O)N/N=C2/C[C@@H](O)[C@@H](O)[C@@H]3[C@@H]4C(=O)N(C5CCCCC5)C(=O)[C@H]4CC[C@@H]23)cc1	-1.2%[10.1 µM]	·	16.4%[13.1 µM]
COC(=O)NC(c1ccccc1)[C@@]1(C(=O)OC)CCCC1=O (some centres undefined)	0.0%[10.1 µM]	·	9.9%[13.1 µM]
CCOC(=O)N/N=C1/C[C@@H](O)[C@@H](O)[C@@H]2[C@H]3C(=O)N(c4ccc(F)cc4F)C(=O)[C@@H]3CC[C@H]12	0.0%[10.1 µM]	·	13.2%[13.1 µM]
CC(=O)OCC1OC(C#CC2=CCCCC2)C=CC1OC(C)=O (centres undefined)	1.1%[10.1 µM]	·	8.3%[13.1 µM]
C=CC[C@@H]1C=C[C@@H](O/N=C(/C)CCC(=O)OC[C@@H]2O[C@H](c3ccccc3)C=C[C@@H]2Oc2ccc(OC)cc2)[C@@H](CO)O1	0.0%[10.1 µM]	·	9.0%[13.1 µM]
O=C1C=C[C@@H](O)[C@H]2[C@@H]3C(=O)N(C[C@@H]4CCCO4)C(=O)[C@@H]3CC[C@H]12	0.0%[10.1 µM]	·	7.7%[13.1 µM]

Part of the list above in a different format.
The line under a structure holds: Epigenetic reg	KinaseGlo FLuc	CBFb RUNX1 block
CCc1cc2c(nc1CC)CCN(CC/C(C)=N/OC[C@@H](O)[C@@H]1O[C@@H]3OC(C)(C)O[C@@H]3[C@H]1O)C2
  3.4%[10.1 µM]	·	4.8%[13.1 µM]
CO/N=C(\C)CCN1CCc2nc(-c3ccccc3)c(-c3ccccc3)cc2C1
  0.0%[10.1 µM]	·	-6.5%[13.1 µM]
CC(C)=CCC/C(C)=C/CO/N=C1/C[C@@H](O)[C@@H](O)[C@@H]2[C@@H]3C(=O)N(Cc4ccccc4)C(=O)[C@H]3CC[C@H]12
  0.8%[10.1 µM]	·	-3.9%[13.1 µM]
COc1ccc(COC(=O)N/N=C2/C[C@@H](O)[C@@H](O)[C@@H]3[C@@H]4C(=O)N(C5CCCCC5)C(=O)[C@H]4CC[C@@H]23)cc1
  -1.2%[10.1 µM]	·	16.4%[13.1 µM]
COC(=O)NC(c1ccccc1)[C@@]1(C(=O)OC)CCCC1=O (some centres undefined)
  0.0%[10.1 µM]	·	9.9%[13.1 µM]
CCOC(=O)N/N=C1/C[C@@H](O)[C@@H](O)[C@@H]2[C@H]3C(=O)N(c4ccc(F)cc4F)C(=O)[C@@H]3CC[C@H]12
  0.0%[10.1 µM]	·	13.2%[13.1 µM]
CC(=O)OCC1OC(C#CC2=CCCCC2)C=CC1OC(C)=O (centres undefined)
  1.1%[10.1 µM]	·	8.3%[13.1 µM]
C=CC[C@@H]1C=C[C@@H](O/N=C(/C)CCC(=O)OC[C@@H]2O[C@H](c3ccccc3)C=C[C@@H]2Oc2ccc(OC)cc2)[C@@H](CO)O1
  0.0%[10.1 µM]	·	9.0%[13.1 µM]

Screening data from PubChem BioAssay.
